Screening results: PubChem BioAssay, Sanford-Burnham Center for Chemical Genomics
TAG inh: inhibitors of triacylglycerol accumulation, primary screen, cell-based, uHTS, fluorescence, H9c2 | inhibition, % at 12.5 µM | 0.66% of 230,000 active | AID 651582, 2012 | H9c2 cells, Nile Red lipid (TAG) fluorescence; cells loaded with 200 µM oleic acid;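 active means pattern-corrected inhibition of lipid staining of at least 50% with the nuclear-stain viability signal not falling by more than 50%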;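 further: 0% = DMSO wells and 100% = triacsin C control wells; some results filed as inactive read as strong as hits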
TAG inh DAPI viability: second read-out of TAG inh, no call of its own (marks repeat the call); DAPI nuclei signal change (viability), lower = more cytotoxic, %;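 whole-well DAPI fluorescence read on a plate reader as a viability signal; minus 50 percent equals half of cells still viable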
Active calls of the source: *. A portion of the library, so the mix of outcomes need not match the whole.

molecule,TAG inh,TAG inh DAPI viability
Cc1ccc(NC(=O)c2cc(-n3cnnc3)ccc2Cl)c(C)c1,7.6,-4.9
O=C1CCC[C@@H]2CC(Nc3ccc(F)cc3F)C[C@@H]3CCN1[C@H]23 (some centres not stated),25.3,-22.0
Cc1ccc(C(=O)NCC(=O)OCC(=O)N2CC(C)OC(C)C2)cc1 (configuration not stated),-8.0,-1.3
Cc1c(C(=O)Nc2cccc(S(=O)(=O)N3CCCC3)c2)oc2ccccc12,11.8,-2.5
COc1ccc(/C=C2/C(=O)N(c3ccccc3)N=C2C)c(OC)c1,3.8,-5.6
Cc1onc(-c2ccccc2)c1C(=O)NN1CCOCC1,6.3,4.9
CCOC(=O)N1CCN(S(=O)(=O)c2ccc(C(=O)N(CCN(CC)CC)c3nc4c(C)cccc4s3)cc2)CC1,3.9,2.6
Cc1sc2ncnc(N(C)CCc3ccccn3)c2c1C,-6.2,3.0
CC(C)NS(=O)(=O)c1ccc(NC(=O)c2cccnc2)cc1,-12.7,-0.1
CC(=O)C12CC(C)=C(C)CC1CC1C3CCC4=CC(=O)CCC4(C)C3CCC12C (configuration not stated),19.3,-0.9
CCCNC(=O)C1(CC2CC(c3ccccc3)=NO2)CCN(C(=O)C2(C)CC2)CC1 (configuration not stated),-6.9,1.5
COc1ccc(C(=O)OCC(=O)c2ccc(C)c(S(=O)(=O)N3CCOCC3)c2)cc1OC,-14.8,0.3
CC(C(=O)NCC1CCCCC1)N(C)CC(=O)Nc1ccc(N2CCOCC2)cc1 (configuration not stated),0.6,-1.7
Cn1c(=O)c2c(nc(SCc3ccc(F)cc3)n2C)n(C)c1=O,0.2,-15.6
CC(Sc1ccsc1[N+](=O)[O-])C(=O)NCCc1ccc(Cl)cc1 (configuration not stated),-15.5,-4.6
Cc1ccc(S(=O)(=O)N(C)C)cc1NC(=O)COC(=O)c1ccc2c(c1)OCO2,-17.4,6.7
COc1ccc(NC(=O)CSc2nc3c(cc2C#N)CN(C)CC3)cc1,0.9,2.4
Cc1ccc(NC(=O)CCN2CCN(CCO)CC2)cc1Br,1.1,-11.1
Cc1ccc(CCN=c2c([N+](=O)[O-])nn(-c3ccccc3)n2O)cc1,-1.0,1.1
Cc1cc(Cl)ccc1OCC(=O)OCC(=O)c1c(N)n(C)c(=O)n(C)c1=O,-9.6,-4.8
COc1cc2nc3n(c(=O)c2cc1OC)-c1cc2ccccc2cc1C(=O)NC3CC(C)C (configuration not stated),29.6,-2.7
CSc1nc(C)cc(OCC(=O)N/N=C/c2ccccc2O)n1,20.1,-24.8
CC1CCC(NC(=O)CSc2ccc(S(=O)(=O)N(C)C)cn2)CC1 (configuration not stated),-3.1,6.5
COc1ccc(C(=O)CC(=O)Nc2ccc([N+](=O)[O-])cc2)cc1,-0.4,-1.3
CC(Oc1ccc(F)cc1)C(=O)Nc1cc(C(F)(F)F)ccc1-n1cncn1 (configuration not stated),-13.1,0.2
COc1ccc(S(=O)(=O)N(C)C)cc1NC(=O)COC(=O)Cn1cnc2ccccc2c1=O,-3.5,-4.6
CC(C)c1ccc(NC(=S)N2CCCC(c3ccc(F)cc3)=N2)cc1,-11.2,-5.0
Cc1cccc(NC(=O)c2ccc(C(=O)c3ccccc3)cc2)n1,11.1,-0.3
CC(C)N1C(=O)C(=O)N(CC(=O)N(C)c2ccccc2)C1=O,0.4,2.3
C=CCN(C(=O)COC(=O)c1cc[n+]([O-])cc1)c1nc(-c2ccccc2)cs1,12.4,-6.1
CC(=O)Nc1ccc(-c2ccnc3c2CC(C(=O)Nc2ccccc2)O3)cc1 (configuration not stated),26.9,-36.0
O=C(CCC(=O)c1cccs1)NNC(=O)c1ccccc1Cl,12.7,-4.1
COc1ccc(C(=O)N2CC3(CC(c4ccc(Cl)cc4)=NO3)C[C@H]2C(=O)NCC(N)=O)cc1 (some centres not stated),8.4,6.8
CCOc1ccc(OC(=O)c2cccc(S(=O)(=O)N3CCN(C)CC3)c2)cc1,6.8,3.7
CCOc1ccc(N(CC(=O)NCc2ccc(OC)cc2)S(=O)(=O)c2c(C)noc2C)cc1,-0.8,4.7
CCn1ccnc1CN(C)C(=O)CCc1nnc(CCC2CCCCC2)o1,-2.7,-0.7
Oc1c(N=NC(=S)Nc2ccccc2F)c2ccccc2n1Cc1ccc(Cl)cc1,27.2,-17.5
CC(=O)Nc1cccc(NC(=O)c2ccc(Br)cc2)c1,-14.7,-4.8
COc1ccc(Cl)c2sc(NC(=O)C3=COCCO3)nc12,9.9,1.6
CC(=O)c1cc2cccc(OC3(C)CCN(Cc4ccc5ccccc5c4)C3)c2o1 (configuration not stated),-0.7,14.4
COCCN(C(=S)Nc1ccc(Cl)cc1OC)C1CCN(C(C)=O)CC1,-8.8,2.4
NC(=O)CC(NC(=O)Cc1ccc(Br)cc1)c1ccc(N2CCc3ccccc3C2)c([N+](=O)[O-])c1 (configuration not stated),-1.9,-4.8
Cc1cc(Cl)ccc1OCC(=O)NNC(=O)c1cnccn1,5.5,-2.1
CCc1ccc(/C=N/NC(=O)Cc2ccc(OC)c(OC)c2)s1,-7.0,1.9
COc1cc([N+](=O)[O-])ccc1NC(=O)COC(=O)CCS(=O)(=O)c1ccc(C)cc1,11.7,1.5
COc1ccccc1NC(=O)c1cc([N+](=O)[O-])ccc1NCCN1C(=O)CCC1=O,-0.5,1.6
CN(CC(=O)Nc1cccc(F)c1)CC(=O)N1CCCCC1,1.4,3.3
COCCn1c(SCC(=O)NC(=O)NCc2ccccc2)nc2ccccc21,5.1,3.5
CCOc1ccc(C(=O)NCC(c2cccs2)N(C)C)cc1 (configuration not stated),-3.4,7.5
Cc1cc(-c2ccccc2)c2c3c(cn2n1)c(=O)n(C)c(=O)n3C,16.4,-3.1

Additional structures.
molecule,TAG inh,TAG inh DAPI viability
CCOC(=O)c1sc(NC(=O)CSC(=S)N2CCOCC2)nc1C,25.6,-17.8
CC(=O)c1c(C)[nH]c(=S)c(C#N)c1-c1ccc(F)cc1,0.0,5.2
O=C(Nc1ccnn1C1CCN(Cc2ccc(CO)o2)CC1)c1ccccc1,2.6,1.3
COc1cc(C2C(C#N)=C(C)NC3=C2C(=O)CC(C)(C)C3)ccc1O (configuration not stated),-2.9,2.4
CCCS(=O)(=O)N1CCN(C2Cc3ccccc3C2)CC1,9.8,-1.1
Fc1cccc(NC(=S)NCC(c2cccnc2)N2CCOCC2)c1 (configuration not stated),17.1,-4.1
CCN1CC(CNCc2cn(-c3ccc(OC)cc3)nc2-c2ccccc2Cl)CC1=O (configuration not stated),-7.2,15.9
Cc1ccc(NC(=O)CCc2nc3ccccc3c(=O)[nH]2)cc1S(=O)(=O)N1CCOCC1,3.0,-8.6
CCCn1cnc2c(SCc3ccccc3)nc(N)nc21,-11.6,-6.8
c1ccc(Nc2nc(-c3ccncc3)cs2)cc1,32.3,0.3

Not a retest: entries from further up.
molecule,TAG inh,TAG inh DAPI viability
COc1cc(C2C(C#N)=C(C)NC3=C2C(=O)CC(C)(C)C3)ccc1O (configuration not stated),-2.9,2.4
CCCS(=O)(=O)N1CCN(C2Cc3ccccc3C2)CC1,9.8,-1.1
Fc1cccc(NC(=S)NCC(c2cccnc2)N2CCOCC2)c1 (configuration not stated),17.1,-4.1
CCN1CC(CNCc2cn(-c3ccc(OC)cc3)nc2-c2ccccc2Cl)CC1=O (configuration not stated),-7.2,15.9
Cc1ccc(NC(=O)CCc2nc3ccccc3c(=O)[nH]2)cc1S(=O)(=O)N1CCOCC1,3.0,-8.6
CCCn1cnc2c(SCc3ccccc3)nc(N)nc21,-11.6,-6.8
c1ccc(Nc2nc(-c3ccncc3)cs2)cc1,32.3,0.3

Returning to the listing with the five entries that preceded the break.
molecule,TAG inh,TAG inh DAPI viability
Fc1cccc(NC(=S)NCC(c2cccnc2)N2CCOCC2)c1 (configuration not stated),17.1,-4.1
CCN1CC(CNCc2cn(-c3ccc(OC)cc3)nc2-c2ccccc2Cl)CC1=O (configuration not stated),-7.2,15.9
Cc1ccc(NC(=O)CCc2nc3ccccc3c(=O)[nH]2)cc1S(=O)(=O)N1CCOCC1,3.0,-8.6
CCCn1cnc2c(SCc3ccccc3)nc(N)nc21,-11.6,-6.8
c1ccc(Nc2nc(-c3ccncc3)cs2)cc1,32.3,0.3
COc1ccc2nc(NC(=O)CSCC(=O)Nc3cc(C)on3)sc2c1,-12.1,2.9
CCOC(=O)C1=C(COC(=O)Cc2ccc(OC)c(OC)c2)NC(=O)NC1C (configuration not stated),1.3,5.8
CC(=O)NC(C)c1nc2ccccc2n1CC(=O)NC(C)CCc1ccccc1 (configuration not stated),-6.8,-0.6
Cc1ccc(OCc2nnc(SCC(=O)Nc3sc(C)c(C)c3C#N)n2C)cc1,-15.6,9.8
COc1ccc(C2=NN(C(=O)COC(=O)c3ccc(S(C)(=O)=O)c([N+](=O)[O-])c3)C(c3ccco3)C2)cc1 (configuration not stated),-4.1,-6.3
CN(C)CCC(O)c1ccccc1 (configuration not stated),8.1,-5.5
Cc1nc2ccccc2c(-c2ccccc2)c1C(=O)c1ccccc1,3.9,-22.3
CCc1ccc(N(CC)c2ncnc3nc[nH]c23)cc1,-6.6,2.6
COc1ccc(CCc2ccc3cc(OC)ccc3n2)cc1,-15.4,8.8
CCCCN(C(=O)C1CSC2(C)CCC(=O)N12)c1c(N)n(Cc2ccccc2)c(=O)[nH]c1=O (configuration not stated),-1.4,2.1

Additional records
Every second line gives: TAG inh	TAG inh DAPI viability
O=C(Nc1ccc(Cl)cc1)C1CC=CCC1C(=O)OCC(F)(F)C(F)F (configuration not stated)
    2.0	-4.4
Cc1cc(C)nc(NC(=S)Nc2ccc(F)cc2F)c1
    8.5	3.0
O=C(Nc1cccc(S(=O)(=O)N2CCCC2)c1)c1cccnc1
    11.0	-9.9
CC1(C)CC(=O)C/C(=N\NC(=O)C2CC23CCC3)C1 (configuration not stated)
    -1.3	2.9
O=S(=O)(Nc1ccc(Cl)cc1)c1ccc(N2CCOCC2)c(NC(=S)NCCN2CCOCC2)c1
    -4.5	6.2
O=C1SCCC1NC(=O)C(c1ccccc1)c1ccccc1 (configuration not stated)
    -2.6	2.7
COc1ccc(S(=O)(=O)N2CCN(c3ccccn3)CC2)cc1[N+](=O)[O-]
    -7.0	5.8
CC1CCN(c2c(NCc3ccc(C(=O)N4CCN(C5CCCCC5)CC4)cc3)c(=O)c2=O)CC1
    13.1	-3.5
O=C(CN1C(=O)c2ccccc2S1(=O)=O)c1ccccc1
    7.7	5.5
CCc1nc2c(OCc3ccccc3C)cccn2c1N(C)C(=O)CC(C)C
    7.8	-2.0
CCCn1c(/N=C/c2ccccc2O)nc2ccccc21
    -11.1	11.7
COc1cc(/C=N/n2cnnc2)ccc1Oc1nc(Cl)ncc1F
    12.6	-3.6
NCCCCCc1nnc(SCC(N)=O)o1
    13.7	11.0
COc1ccc(CN(Cc2ccc(C(=O)O)cc2)C(=S)Nc2ccccc2C)cc1OC
    -8.6	1.3
COc1ccc(S(=O)(=O)N2CCOCC2)cc1NC(=O)C1CC1
    -1.7	6.6
CCOC(=O)c1c(C)[nH]c(C(=O)OC/C(O)=C(\C#N)c2nc3ccccc3[nH]2)c1C
    -6.4	6.5
COc1ccc(CCN2C(=NC(=O)C(C)C)SC3CS(=O)(=O)CC32)cc1OC (configuration not stated)
    0.2	-3.2
Cc1ccc(S(=O)(=O)NCCC(=O)Nc2nnc(C)s2)cc1
    -4.4	4.9
CCc1ccc(C(=O)COC(=O)c2cncc(Br)c2)cc1
    -7.2	0.1
Cc1ccc(S(=O)(=O)N2Cc3ccccc3CC2C(N)=O)cc1 (configuration not stated)
    1.1	5.3
O=C(O)c1ccccc1C(=O)NNc1ccc(F)cc1F
    -0.9	-2.4
COCCn1c(SCC(=O)Nc2ccc(NC(C)=O)cc2)nc2c([nH]c3ccccc32)c1=O
    7.9	1.3
Cc1ccc2nc(-c3ccccn3)cc(C(=O)Nc3ccc4c(c3)OCO4)c2c1
    18.2	-10.1
CCCCn1c(N)c(N(CCOC)C(=O)c2ccc(-c3ccc(C(C)=O)cc3)o2)c(=O)[nH]c1=O
    -2.7	-2.3
O=C(Cn1nc2ccccc2n1)N/N=C/c1ccc(F)cc1
    -2.5	3.6
COc1ccc(OC)c(CN2CCC(CNC(=O)Nc3cccc(Cl)c3)CC2)c1
    -7.2	20.7
COc1ccc(C(=O)C(=O)c2ccc(OCCO)cc2)cc1
    -21.4	2.3
CCOC(=O)c1cccc(NC(=O)CSc2nc(N)cc(N)n2)c1
    -10.9	-11.0
Cc1ccc(S(=O)(=O)N(C)c2ccc(OCC(=O)NC3=NCCS3)cc2)cc1
    20.6	-3.3
COc1ccc(-c2ccc3[nH]c4c(c3c2)CCN2C[C@@H]([C@H](C)O)[C@@H](N(C)C(=O)Nc3cc(Cl)cc(Cl)c3)C[C@@H]42)cc1
    28.3	1.6
CN(Cc1ccc(Cl)c(Cl)c1)C(=O)C1=CC=CN2CCS(=O)(=O)N=C12
    -12.8	2.7
O=C(NCc1ccc(Cl)cc1)c1cc(=O)[nH]c2ccc(S(=O)(=O)N3CCOCC3)cc12
    -2.0	5.5
